TcdB GH inh = inhibitors of Clostridioides difficile toxin B glycohydrolase. TcdB glycohydrolase enzymatic assay, plate reader. inhibition, % at 9.99 µM. AID 652162. P18177. 0.24% of 350,000 active; in the data active = inhibition above about 10%
Target sequence (P18177 whole entry, looked up): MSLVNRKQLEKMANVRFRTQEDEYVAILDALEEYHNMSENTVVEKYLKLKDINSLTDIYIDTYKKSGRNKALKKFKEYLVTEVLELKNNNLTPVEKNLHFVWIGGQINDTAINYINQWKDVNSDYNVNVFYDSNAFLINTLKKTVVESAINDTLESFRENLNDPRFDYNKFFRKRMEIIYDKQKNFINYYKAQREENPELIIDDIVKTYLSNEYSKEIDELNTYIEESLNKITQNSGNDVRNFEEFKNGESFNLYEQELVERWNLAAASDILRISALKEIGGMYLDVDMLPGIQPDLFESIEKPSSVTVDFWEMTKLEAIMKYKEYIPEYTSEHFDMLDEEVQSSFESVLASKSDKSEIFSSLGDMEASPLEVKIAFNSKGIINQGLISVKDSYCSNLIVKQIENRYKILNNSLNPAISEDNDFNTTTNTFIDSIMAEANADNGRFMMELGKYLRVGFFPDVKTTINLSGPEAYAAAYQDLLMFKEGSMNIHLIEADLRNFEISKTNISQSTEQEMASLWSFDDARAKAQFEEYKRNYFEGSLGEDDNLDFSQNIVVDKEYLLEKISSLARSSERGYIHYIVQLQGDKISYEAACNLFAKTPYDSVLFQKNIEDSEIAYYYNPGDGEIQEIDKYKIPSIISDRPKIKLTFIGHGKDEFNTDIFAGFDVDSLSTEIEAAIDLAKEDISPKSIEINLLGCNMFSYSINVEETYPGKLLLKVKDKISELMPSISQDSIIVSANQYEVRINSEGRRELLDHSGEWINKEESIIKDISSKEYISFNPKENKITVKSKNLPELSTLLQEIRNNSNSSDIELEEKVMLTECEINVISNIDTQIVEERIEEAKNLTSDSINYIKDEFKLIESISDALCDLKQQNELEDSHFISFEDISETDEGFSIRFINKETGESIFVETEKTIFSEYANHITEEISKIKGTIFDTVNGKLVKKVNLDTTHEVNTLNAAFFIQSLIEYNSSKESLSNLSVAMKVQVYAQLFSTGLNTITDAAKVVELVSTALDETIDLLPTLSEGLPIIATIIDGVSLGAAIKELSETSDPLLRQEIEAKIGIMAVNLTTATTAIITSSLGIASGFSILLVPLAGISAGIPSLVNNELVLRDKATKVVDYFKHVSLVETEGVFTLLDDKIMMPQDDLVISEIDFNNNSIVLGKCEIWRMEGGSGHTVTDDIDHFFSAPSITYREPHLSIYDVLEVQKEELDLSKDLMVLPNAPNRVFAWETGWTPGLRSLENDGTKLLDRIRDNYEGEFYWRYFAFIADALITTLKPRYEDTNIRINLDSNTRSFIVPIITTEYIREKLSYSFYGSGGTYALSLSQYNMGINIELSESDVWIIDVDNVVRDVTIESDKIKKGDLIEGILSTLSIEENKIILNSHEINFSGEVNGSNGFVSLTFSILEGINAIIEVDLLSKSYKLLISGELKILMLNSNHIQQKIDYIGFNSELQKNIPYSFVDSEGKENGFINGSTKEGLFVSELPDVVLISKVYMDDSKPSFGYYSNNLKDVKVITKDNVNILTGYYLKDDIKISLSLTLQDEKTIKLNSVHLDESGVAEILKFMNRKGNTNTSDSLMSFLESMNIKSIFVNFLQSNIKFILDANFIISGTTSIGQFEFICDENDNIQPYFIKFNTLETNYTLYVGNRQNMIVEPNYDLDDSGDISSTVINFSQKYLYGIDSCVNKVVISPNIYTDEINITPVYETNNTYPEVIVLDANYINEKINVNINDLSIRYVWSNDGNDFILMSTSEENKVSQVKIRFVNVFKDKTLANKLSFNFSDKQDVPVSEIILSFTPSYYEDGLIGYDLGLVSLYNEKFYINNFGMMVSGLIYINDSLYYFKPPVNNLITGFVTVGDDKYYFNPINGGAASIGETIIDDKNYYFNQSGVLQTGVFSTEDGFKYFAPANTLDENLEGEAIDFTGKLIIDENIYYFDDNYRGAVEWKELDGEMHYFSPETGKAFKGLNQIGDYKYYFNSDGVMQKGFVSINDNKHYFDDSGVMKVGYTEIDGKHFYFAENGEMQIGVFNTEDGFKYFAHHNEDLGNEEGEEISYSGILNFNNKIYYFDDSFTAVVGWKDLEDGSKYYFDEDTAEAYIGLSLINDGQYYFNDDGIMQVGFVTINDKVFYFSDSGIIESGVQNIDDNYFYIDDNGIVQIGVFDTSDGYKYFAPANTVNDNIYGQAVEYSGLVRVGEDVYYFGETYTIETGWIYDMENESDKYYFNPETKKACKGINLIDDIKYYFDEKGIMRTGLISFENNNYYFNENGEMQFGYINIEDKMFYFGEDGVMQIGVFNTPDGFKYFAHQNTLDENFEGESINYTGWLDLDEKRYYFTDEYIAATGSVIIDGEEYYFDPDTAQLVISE
The depositor's hits bear a star.

SMILES	TcdB GH inh
COc1ccc(NC(=O)Nc2ccc3c(c2)CC(=O)N([C@@H](C)CO)C[C@@H](C)[C@@H](CN(C)S(=O)(=O)c2ccc(OC)cc2)O3)cc1	-0.1
CCOC1=C2CN(S(=O)(=O)c3ccc(C)cc3)C(c3ccc(CC)cc3)CC2n2c(=O)n(-c3ccccc3)c(=O)n2C1 (configuration not stated)	-4.1
CCC(=O)N1[C@@H](CO)[C@@H](c2ccccc2)C12CN(Cc1cccnc1)C2	-0.1
C[C@@H]1CN([C@@H](C)CO)C(=O)Cc2cc(NC(=O)C3CCCCC3)ccc2O[C@H]1CN(C)S(=O)(=O)c1cccs1	-0.9
C[C@@H]1CN([C@@H](C)CO)S(=O)(=O)c2ccc(Br)cc2O[C@H]1CN(C)Cc1cncnc1	1.1
COCC(=O)N1CCC2(CC1)CN(S(C)(=O)=O)[C@H](CO)c1c2c2ccc(OC)cc2n1C	1.2
CO[C@@H]1CN(C)C(=O)c2ccc(NC(=O)CC(F)(F)F)cc2OC[C@H](C)N(C(C)=O)C[C@H]1C	0.5
C[C@H](CO)N1C[C@H](C)[C@H](CN(C)C(=O)C2CCC2)Oc2ncc(C#CC(C)(C)O)cc2C1=O	-0.1
C[C@@H]1CN([C@@H](C)CO)C(=O)Cc2cc(NC(=O)Cn3cnnn3)ccc2O[C@@H]1CN(C)C(=O)Nc1ccc(C(F)(F)F)cc1	0.3
O=C(NCCc1ccccc1)[C@@H]1[C@@H](CO)[C@@H]2Cn3c(cccc3=O)[C@H]1N2C(=O)C1CCC1	-4.7
O=C(Nc1ccccc1)N[C@@H]1CC[C@H](CCNS(=O)(=O)c2cccc(F)c2)O[C@@H]1CO	1.3
C[C@H](CO)N1C[C@H](C)[C@H](CN(C)S(=O)(=O)c2cn(C)cn2)Oc2c(NS(=O)(=O)c3cn(C)cn3)cccc2C1=O	-1.2
O=C(C[C@H]1C=C[C@@H](NC(=O)c2ccncc2)[C@@H](CO)O1)Nc1ccc(-c2ccccc2)cc1	0.5
C[C@H]1CN([C@@H](C)CO)C(=O)Cc2cc(NC(=O)Cc3cn(C)c4ccccc34)ccc2O[C@@H]1CN(C)C	-0.5
CC(C)CC#Cc1ccc([C@@H]2[C@H]3CN(C(=O)CN4CCOCC4)CC(=O)N3[C@H]2CO)cc1	0.4
C[C@H]1CN([C@@H](C)CO)S(=O)(=O)c2ccc(C#CC3CCCC3)cc2O[C@H]1CN(C)C(=O)Cc1ccncc1	-0.8
COc1ccc(NC(=O)Nc2ccc3c(c2)C(=O)N([C@H](C)CO)C[C@H](C)[C@H](CN(C)Cc2ccc(C(=O)Nc4ccccc4N)cc2)OCCCC[C@@H](C)O3)cc1	0.0
CCC(=O)Nc1ccc2c(c1)C(=O)N(C)C[C@@H](OC)[C@H](C)CN(CC1CCCCC1)[C@@H](C)CO2	0.2
O=C(C[C@H]1CC[C@H]2[C@@H](COC[C@H](O)CN2Cc2cccc(F)c2)O1)NCc1ccncc1	0.9
CCNC(=O)Nc1ccc2c(c1)C(=O)N(C)[C@@H]1CC[C@@H](CC(=O)NCc3ccc(F)cc3)O[C@@H]1CO2	-0.3
CO[C@H]1CN(C)C(=O)c2ccc(NC(=O)C3CCCC3)cc2OC[C@@H](C)N(CC2CC2)C[C@@H]1C	-2.6
C[C@H]1CN([C@@H](C)CO)C(=O)c2c(c3ccccc3n2C)-c2ccccc2CO[C@@H]1CN(C)C(=O)Oc1ccccc1	1.3
COc1ccc(C#Cc2ccc3c(c2)[C@]2(C(=O)N3)[C@H](C(=O)N3CCN(c4ncccn4)CC3)[C@H]3C(=O)O[C@H](c4ccccc4)[C@H](c4ccccc4)N3[C@@H]2c2ccc(OCCO)cc2)cc1	0.6
CCCNC(=O)Nc1ccc2c(c1)C(=O)N(C)C[C@@H](OC)[C@H](C)CN(Cc1ccc(-c3ccccn3)cc1)[C@H](C)CO2	1.1
CO[C@@H]1CN(C)C(=O)c2cc(NC(=O)c3ccccc3)ccc2OC[C@H](C)N(C(=O)C2CC2)C[C@@H]1C	0.3
C[C@@H]1CN([C@@H](C)CO)C(=O)Cc2cc(NC(=O)Nc3ccc(F)cc3)ccc2O[C@H]1CN(C)Cc1ccc(Cl)c(Cl)c1	-0.8
O=C(Nc1ccccc1)N1CC(=O)N2[C@H](C1)[C@H](c1ccc(C#CC3CCCC3)cc1)[C@@H]2CO	0.7
COc1ccc(-c2ccc3c(c2)O[C@H](CN(C)CC2CCOCC2)[C@@H](C)CN([C@@H](C)CO)S3(=O)=O)cc1	0.3
CC=Cc1ccc2n(c1=O)C[C@H]1[C@H](CO)[C@@H](C(=O)N[C@H](C)c3ccccc3)[C@@H]2N1Cc1ccncc1 (mixture of isomers)	-6.6
COCc1cn(CC[C@@H]2CC[C@@H](NC(=O)Nc3ccc(Cl)cc3)[C@@H](CO)O2)nn1	-0.9
O=C(C[C@H]1CC[C@@H](NC(=O)C2CCC2)[C@H](CO)O1)NCc1ccncc1	-1.2
C[C@@H]1OC(C2CCCCC2)N(C)[C@H]2C[C@H]3c4[nH]c5cccc(-c6ccccc6)c5c4CCN3C(=O)[C@@H]12 (some centres not stated)	1.5
CC(C)NC(=O)NCC[C@H]1CC[C@@H](NS(=O)(=O)c2ccc(-c3ccccc3)cc2)[C@H](CO)O1	-3.3
CCCC#Cc1ccc([C@H]2[C@@H](CO)N3C(=O)CN(C(=O)Nc4cccc(F)c4)C[C@H]23)cc1	0.1
CC(C)NC(=O)N(C)C[C@H]1Oc2cc(C#Cc3ccc(F)cc3)ccc2S(=O)(=O)N([C@@H](C)CO)C[C@@H]1C	1.4
O=C(C[C@@H]1CC[C@@H]2[C@H](COC[C@H](O)CN2S(=O)(=O)c2ccc(Cl)cc2)O1)NCCN1CCCCC1	0.1
C[C@@H]1CCCCO[C@@H](CN(C)C(=O)c2ccccc2)[C@H](C)CN([C@@H](C)CO)C(=O)c2cc(NC(=O)CCC(F)(F)F)ccc2O1	0.5
CC(=O)NC[C@H]1[C@@H](c2ccc(-c3cccc(F)c3)cc2)[C@@H](CO)N1C(C)=O	-0.8
N#C[C@H]1[C@@H](c2ccccc2)[C@H](CO)N1C(=O)c1ccc2c(c1)OCO2	0.3
CC(C)CC#Cc1ccc([C@H]2[C@@H](CO)N3C(=O)CN(C(=O)Nc4ccc(F)cc4)C[C@@H]23)cc1	0.0
CN(C)C(=O)c1cccc(-c2ccc([C@H]3[C@@H](C#N)N(C(=O)C4CCCC4)[C@H]3CO)cc2)c1	-0.6
CO[C@@H]1CN(C)C(=O)c2cc(NS(C)(=O)=O)ccc2OC[C@H](C)N(C(=O)C2CC2)C[C@@H]1C	-1.1
Cc1ccc(-c2ccc([C@@H]3[C@@H](CO)N4CCCCN(S(=O)(=O)c5cccc(C)c5)C[C@H]34)cc2)cc1	-0.4
C[C@H]1CCCCO[C@@H](CN(C)Cc2ccc3c(c2)OCO3)[C@@H](C)CN([C@@H](C)CO)C(=O)c2cc(NC(=O)c3ccccc3)ccc2O1	0.1
CC(C)CC#Cc1ccc([C@H]2[C@@H](CO)N3C(=O)CN(C(=O)Nc4cc(F)ccc4F)C[C@H]23)cc1	0.9
CC(C)C#Cc1ccc2c(c1)O[C@@H](CN(C)C(=O)c1ccccn1)[C@@H](C)CN([C@H](C)CO)S2(=O)=O	-2.0
CCCNC(=O)[C@H]1[C@H](CO)[C@H]2Cn3c(ccc(-c4ccc(F)cc4)c3=O)[C@H]2N1CCC	0.1
COc1ccccc1NC(=O)N1CC(=O)N2[C@H](CO)[C@H](c3ccc(C#Cc4ccccc4)cc3)[C@H]2C1	0.7
O=C(Nc1cccc(Cl)c1)N[C@@H]1CC[C@H](CCNC(=O)C2CCCC2)O[C@@H]1CO	-3.1
C[C@@H]1CN([C@@H](C)CO)C(=O)c2cc(NC(=O)CCC(F)(F)F)ccc2O[C@@H]1CN(C)Cc1ccccc1	0.3
CCCN1[C@@H]2c3ccc(-c4cccc(F)c4)c(=O)n3C[C@@H]2[C@@H](CO)[C@@H]1C(=O)N(C)C	0.3
COc1cccc(-c2cnc3c(c2)C(=O)N([C@@H](C)CO)C[C@H](C)[C@H](CN(C)C(=O)CC2CC2)O3)c1	0.8
CN(C)CCCNC(=O)C[C@H]1C=C[C@@H](NC(=O)Cc2cccnc2)[C@H](CO)O1	1.4
CO[C@@H]1CN(C)C(=O)c2ccc(NC(=O)c3ccccc3)cc2OC[C@H](C)NC[C@H]1C	0.4
O=C(NCc1ccccc1)[C@@H]1[C@@H](CO)[C@@H]2Cn3c(cccc3=O)[C@H]1N2	0.9
C[C@H]1CN([C@@H](C)CO)C(=O)c2cccc(NC(=O)CCCCCC(=O)Nc3ccccc3N)c2O[C@@H]1CN(C)Cc1ccncc1	0.9
C[C@H](CO)N1C[C@H](C)[C@H](CN(C)Cc2ccc3c(c2)OCO3)Oc2ccc(NC(=O)c3ccncc3)cc2CC1=O	0.7
O=C(CC(F)(F)F)N1C[C@@H]2[C@H](c3ccccc31)[C@@H](CO)N2C(=O)C1CC1	-4.5
O=C(C[C@@H]1CC[C@@H]2[C@H](COC[C@H](O)CN2Cc2cc(F)cc(F)c2)O1)NCc1cccc(F)c1	-0.1
C[C@@H]1CN([C@@H](C)CO)C(=O)c2cc(NC(=O)CCC(F)(F)F)ccc2O[C@@H](C)CCCCO[C@H]1CN(C)S(=O)(=O)c1cn(C)cn1	-0.1

By substructure, the entries above with two or more sulfur atoms (two)
SMILES	TcdB GH inh
C[C@@H]1CN([C@@H](C)CO)C(=O)Cc2cc(NC(=O)C3CCCCC3)ccc2O[C@H]1CN(C)S(=O)(=O)c1cccs1	-0.9
C[C@H](CO)N1C[C@H](C)[C@H](CN(C)S(=O)(=O)c2cn(C)cn2)Oc2c(NS(=O)(=O)c3cn(C)cn3)cccc2C1=O	-1.2

Entries from the list above that contain a Cl atom, in the order listed:
SMILES	TcdB GH inh
C[C@@H]1CN([C@@H](C)CO)C(=O)Cc2cc(NC(=O)Nc3ccc(F)cc3)ccc2O[C@H]1CN(C)Cc1ccc(Cl)c(Cl)c1	-0.8
COCc1cn(CC[C@@H]2CC[C@@H](NC(=O)Nc3ccc(Cl)cc3)[C@@H](CO)O2)nn1	-0.9
O=C(C[C@@H]1CC[C@@H]2[C@H](COC[C@H](O)CN2S(=O)(=O)c2ccc(Cl)cc2)O1)NCCN1CCCCC1	0.1
O=C(Nc1cccc(Cl)c1)N[C@@H]1CC[C@H](CCNC(=O)C2CCCC2)O[C@@H]1CO	-3.1

3 compounds out of the list, arranged by molar mass, rising:
SMILES	TcdB GH inh
CO[C@@H]1CN(C)C(=O)c2ccc(NC(=O)c3ccccc3)cc2OC[C@H](C)NC[C@H]1C	0.4
C[C@@H]1CN([C@@H](C)CO)C(=O)c2cc(NC(=O)CCC(F)(F)F)ccc2O[C@@H]1CN(C)Cc1ccccc1	0.3
C[C@H]1CN([C@@H](C)CO)C(=O)c2cccc(NC(=O)CCCCCC(=O)Nc3ccccc3N)c2O[C@@H]1CN(C)Cc1ccncc1	0.9

The listing continues.
SMILES	TcdB GH inh
O=C(Nc1ccccc1)N1CCCCN2[C@@H](CO)[C@@H](c3ccc(-c4ccccc4F)cc3)[C@@H]2C1	-0.5
O=C(NCC[C@H]1CC[C@@H](NC(=O)c2ccc3c(c2)OCO3)[C@@H](CO)O1)Nc1ccc(Cl)cc1	-0.2
O=C(N[C@@H]1CC[C@H](CCn2cc(-c3ccc(F)cc3)nn2)O[C@H]1CO)c1cnccn1	-0.8
Cc1ccccc1S(=O)(=O)NCC[C@@H]1CC[C@H](NC(=O)Nc2cccc(Cl)c2)[C@H](CO)O1	0.9
C[C@H](CO)N1C[C@H](C)[C@H](CN(C)Cc2ccc(Oc3ccccc3)cc2)Oc2ccc(NC(=O)Nc3ccccc3)cc2C1=O	-0.1
C[C@H]1CN([C@@H](C)CO)C(=O)c2cc(NC(=O)c3ccncc3)ccc2O[C@@H]1CN(C)S(C)(=O)=O	0.0
CCC(=O)N(C)C[C@@H]1Oc2cc(-c3cccc(F)c3)ccc2S(=O)(=O)N([C@H](C)CO)C[C@H]1C	-0.3
CN(C)C(=O)C[C@@H]1CC[C@H]2[C@@H](COC[C@H](O)CN2C(=O)c2ccncc2)O1	1.5
C[C@H](CO)N1C[C@H](C)[C@@H](CN(C)S(=O)(=O)c2ccc(Cl)cc2)Oc2ccc(NC(=O)C3CC3)cc2CC1=O	-0.6
O=C(CCN1CCCCC1)N[C@@H]1CC[C@@H](CCNS(=O)(=O)c2ccc(F)cc2)O[C@H]1CO	0.1
Cc1noc(C)c1S(=O)(=O)N(C)C[C@@H]1OCCCC[C@H](C)Oc2ccc(N(C)C)cc2C(=O)N([C@H](C)CO)C[C@H]1C	-10.0
Cc1ccccc1S(=O)(=O)N1CC[C@@H]2[C@H](CO)Nc3ccc(-c4ccccc4)cc3[C@@H]21	1.2
C[C@H](CO)N1C[C@H](C)[C@H](CN(C)S(=O)(=O)c2ccc(F)cc2)OCCCC[C@H](C)Oc2ccc(NS(=O)(=O)c3ccccc3)cc2C1=O	1.5
O=C(NC1CCCCC1)N[C@H]1C=C[C@H](CC(=O)N2CCOCC2)O[C@@H]1CO	-1.6
COc1ccc2c3c([nH]c2c1)[C@H](CO)N(C(=O)c1cccnc1)CC31CN(C(=O)NC(C)C)C1	-5.0
C[C@H]1CN([C@@H](C)CO)C(=O)c2cc(C#CC3CCCCC3)cnc2O[C@H]1CN(C)Cc1ccncc1	0.7
CCS(=O)(=O)N1[C@H](CO)[C@H](c2ccc(C#CC(C)C)cc2)[C@@H]1C#N	-0.7
C/C=C/c1ccc2c(c1)O[C@@H](CN(C)S(=O)(=O)c1ccc(C)cc1)[C@@H](C)CN([C@H](C)CO)S2(=O)=O	-2.9
COc1ccc(NC(=O)N(C)C[C@H]2Oc3ccc(NC(=O)Nc4ccc(F)cc4)cc3CC(=O)N([C@H](C)CO)C[C@H]2C)cc1	0.7
Nc1[nH]c(C(=O)c2ccccc2)c(-c2ccccc2Cl)c1C(=O)NCCc1c[nH]c2ccccc12	-0.2
CNC[C@H]1Oc2c(NC(=O)C3CC3)cccc2C(=O)N([C@@H](C)CO)C[C@@H]1C	0.4
O=C(NCc1ccccc1)C(CCc1ccccc1)n1c(=O)c(-c2cc3ccccc3[nH]2)nc2ccccc21 (configuration not stated)	-0.4

Compound activity: PubChem BioAssay, Broad Institute

These rows are one share of the data; count on the stated rates, not on these rows.
